Compound activity from PubChem BioAssay.
LEDGF integ inh: blocks HIV-1 LEDGF/p75-dependent DNA integration; 0.64% of 370,000 active; TR-FRET IN-LEDGF/p75 DNA integration, Eu/Cy5; inhibition, % at 3.7 µM; AID 743269;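 active means inhibition above the screen-wide mean plus 3 SD, cut at about 13% in these data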;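 further: signal is the Cy5 over europium emission ratio at 671 and 618 nm; 0% = plate median of compound wells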
HTRA1 inh: HTRA1 (human) protease inhibition; recombinant HTRA1, FP-rhodamine activity-based probe, fluorescence polarization; inhibition, % at 5.96 µM; 0.5% of 340,000 active; in the data active means inhibition above about 36%;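 further: 0% = enzyme with DMSO and 100% = wells lacking enzyme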
SIAE inh: human SIAE inhibition, primary screen | Q9HAT2 | SIAE FP-Rh probe binding, fluorescence polarization | inhibition, % at 9.66 µM | 0.69% of 370,000 active | AID 1053197;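 active means inhibition above a cutoff: mean of compounds within the control limits plus 3 SD of those, cut at about 17% in these data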;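 further: 0% = plate median of compound wells and 100% = probe without SIAE protein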
PRMT1 FP inh: PRMT1 (human) inhibition, primary screen; inhibition, % at 2.79 µM; Q99873; recombinant PRMT1, activity-based probe fluorescence polarization; 1.3% of 370,000 active; AID 652257;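 active means inhibition above about 21% made by adding two undisclosed values, limit read from the data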
NPR2 activator: GC-B (human) receptor activation; HEK293-GC-B cells, CNP EC30, cGMP TR-FRET; 0% at EC30 CNP, 100% saturating CNP; activation, % at 10 µM; 0.11% of 370,000 active; AID 1920062;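 active means activation at 10 µM reaching about 35% in either raw or pattern-adjusted values, limit read from the data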
TCR-CD3 inh: inhibitors of human TCR-CD3 interaction | 0.37% of 360,000 active | inhibition, % at 9.4 µM | TAMRA-labeled TCR probe fluorescence, biochemical; in the data active means inhibition above about 19%;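 further: recombinant mutant TCR 2C K166C tagged with TAMRA read by polarization; 0% = receptor in buffer alone and 100% = receptor with positive control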
rCAG binder: molecules binding r(CAG) RNA repeats; r(CAG) RNA repeat, TO-PRO-1 dye displacement fluorescence; inhibition, % at 3 µM; 1.3% of 370,000 active;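 active means inhibition above the plate cutoff, the mean of all test compounds on that plate plus 3 SD, cut at about 35% in these data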;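 further: 0% = DMSO alone and 100% = 100 µM mitoxantrone as full dye displacement; higher means more dye released from RNA so lower well fluorescence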
ABHD4 inh: ABHD4 (mouse) inhibition, primary FP screen; Q8VD66; purified mABHD4, FP-Rh probe fluorescence polarization; inhibition, % at 8.92 µM; 0.54% of 370,000 active; AID 720543;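 active means inhibition exceeding the mean over every tested compound plus 3 SD, cut at about 30% in these data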;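 further: 0% = plate median of compound wells and 100% = S159A mutant with DMSO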
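Assay system: mouse ABHD4 enzyme, wild type / Also added: fluorescent activity-based probe FP-Rh / Doses: single nominal dose of 8.92 µM, 0.89% DMSO final / Timing: 45 min compound pre-incubation plus 60 min probe step, 25 °C / Signal: FP readout, ex 525 nm / em 598 nm / Control set: S159A mutant/DMSO as 100%, compound-well median as 0%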
TDP2 absorb: blocks human TDP2 phosphodiesterase activity; 0.34% of 370,000 active; inhibition, % at 12.8 µM; recombinant TDP2, T5PNP hydrolysis, p-nitrophenol absorbance 415 nm; AID 720702;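 active means inhibition above the mean of all tested compounds plus 3 SD, set per campaign, cut at about 25% in these data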;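 further: 0% = DMSO with enzyme and 100% = buffer with substrate but no TDP2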
Target sequence (O95551 whole entry, looked up): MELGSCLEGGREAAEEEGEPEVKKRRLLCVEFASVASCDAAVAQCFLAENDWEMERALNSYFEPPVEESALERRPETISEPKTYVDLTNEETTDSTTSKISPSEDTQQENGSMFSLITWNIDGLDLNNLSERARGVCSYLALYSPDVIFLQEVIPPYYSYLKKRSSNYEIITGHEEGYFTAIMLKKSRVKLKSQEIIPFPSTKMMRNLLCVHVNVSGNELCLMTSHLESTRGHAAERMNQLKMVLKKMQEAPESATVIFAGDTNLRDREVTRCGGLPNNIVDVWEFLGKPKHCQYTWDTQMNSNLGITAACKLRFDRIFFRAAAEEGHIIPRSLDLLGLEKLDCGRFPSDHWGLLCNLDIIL
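System – recombinant human TDP2 · Amount – 120 nM TDP2 per well · Buffer or medium – Mg2+-containing Tris-HCl buffer, pH 7.5 · Reagent – T5PNP substrate, 5 mM · Dosing – 12.8 µM single point, 1% DMSO · Incubation – 2 h at 37 °C · Measured by – epi absorbance · Read-out basis – percent inhibition · Benchmarks – high control without enzyme, low control DMSO plus TDP2 · Repeats – singlicate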
MBD2 inh: MBD2-methylated oligo binding inhibition; Q9UBB5; TR-FRET, MBD2 binding to methylated oligonucleotide; inhibition, % at 4.4 µM; 0.31% of 370,000 active; in the data active means inhibition above about 13%
Target sequence (Q9UBB5 whole entry, looked up): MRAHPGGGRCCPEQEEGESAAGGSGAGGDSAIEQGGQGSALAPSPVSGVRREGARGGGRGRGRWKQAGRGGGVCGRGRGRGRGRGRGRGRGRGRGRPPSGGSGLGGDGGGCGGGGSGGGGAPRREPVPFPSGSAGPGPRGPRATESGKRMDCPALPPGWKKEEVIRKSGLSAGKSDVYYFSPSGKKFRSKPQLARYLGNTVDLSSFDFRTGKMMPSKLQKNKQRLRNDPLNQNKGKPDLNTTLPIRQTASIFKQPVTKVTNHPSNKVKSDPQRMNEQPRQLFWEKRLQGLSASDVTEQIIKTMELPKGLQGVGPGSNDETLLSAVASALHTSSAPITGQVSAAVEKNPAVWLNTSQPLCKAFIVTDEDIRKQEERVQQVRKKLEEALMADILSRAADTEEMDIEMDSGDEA
* marks the source's active call; other numbers are inactive results; / = not tested or not shown. An excerpt, so the mix of outcomes need not match the whole.

SMILES	LEDGF integ inh	HTRA1 inh	SIAE inh	PRMT1 FP inh	NPR2 activator	TCR-CD3 inh	rCAG binder	ABHD4 inh	TDP2 absorb	MBD2 inh
COc1ccc(C(=O)NCc2nnc(SCC(=O)Nc3ccccc3OC)n2C)cc1	-1.0	5.2	-2.5	1.4	-1.4	4.5	-1.8	0.6	-8.2	-1.6
COc1ccc([N+](=O)[O-])c(OC)c1C(=O)NC(=O)Nc1c(F)c(F)c(F)c(F)c1F	4.7	-1.0	1.0	2.8	-2.2	-9.1	-0.1	-1.7	-0.5	1.8
O=C(NCc1ccccc1)c1cc2nc(C3CC3)cc(C(F)(F)F)n2n1	0.5	-11.9	1.7	-1.6	4.9	2.5	-8.9	7.7	2.2	2.9
O=C(N[C@H](C(=O)N1CCC[C@H]1C(=O)NC1CCCC1)c1ccccc1)c1ccccc1	-1.7	/	0.4	-0.8	-3.7	0.6	-0.2	-1.6	0.5	-3.4
COc1ccc(NC(=O)c2cccc3c(-c4cnn(C)c4)coc23)cc1	-1.5	/	-10.5	3.5	0.0	-3.1	6.9	-10.9	-4.9	2.1
COc1ccc(C(=O)N(C)[C@H]2C[C@H]3c4[nH]c5ccccc5c4CCN3C[C@H]2[C@H](C)O)cc1	-0.4	/	3.3	8.2	-11.5	-0.8	5.2	2.4	4.7	2.1
CCCCCOc1ccc(NS(C)(=O)=O)cc1	-0.9	-11.6	0.1	-3.4	0.0	1.3	-0.8	-1.0	3.2	-0.5
CCOc1ccc(C2CC(c3c(O)c4ccccc4oc3=O)=NN2c2ccccc2)cc1OC (centres undefined)	2.1	0.7	-1.6	-1.4	2.1	-3.2	7.7	-1.4	10.7	-3.8
COc1cnc(N(C)C)nc1Sc1cccc(Cl)c1	-2.6	-1.8	1.7	-1.0	-8.8	2.3	-5.6	-10.9	2.2	-3.3
O=C(NC1CCCCCCC1)C1CCN(S(=O)(=O)N2CCC3(CC2)OCCO3)CC1	-1.7	7.7	-4.8	3.8	-4.3	-1.1	-5.7	-4.9	-10.9	5.2
CCn1c(CN2CCN(Cc3ccc(C)cc3)C(CCO)C2)nc2ccccc21 (centres undefined)	6.2	-11.7	1.3	-3.4	1.6	-0.7	-9.6	2.2	2.4	3.1
COc1nc(NC(=O)c2ccc(F)cc2)nc(OC)c1-c1ccccc1	-1.0	-60.1	-2.9	1.0	2.3	7.3	4.3	-2.0	-2.4	-0.1
O=C(CCCCC(=O)N1CCOCCOCCOCC1)OCc1ccccc1	-1.5	6.6	-7.0	1.8	-5.1	2.0	-9.2	0.0	0.9	-2.7
Nc1[nH]c(C(=O)c2ccccc2)c(-c2cccc3ccccc23)c1C(=O)NC1CCCCC1	2.0	/	-11.6	0.0	-6.2	-2.6	7.1	-24.1	-1.1	0.8
CCC1Oc2ccccc2N(CC(=O)NC2CC2)C1=O (centres undefined)	-0.4	-1.4	-2.0	-0.3	5.5	0.1	-3.5	4.3	8.2	-7.2
Cc1cc(C)c2cc(N)c(Cl)nc2n1	2.0	/	-0.4	-5.3	1.8	5.8	3.6	5.6	-8.6	-6.6
CC(C)C(C)NC(=O)COc1ccc(Sc2ccc(OCC(=O)NC(C)C(C)C)cc2)cc1 (centres undefined)	0.2	-6.7	5.2	-0.2	2.0	3.0	-1.0	-9.7	-9.1	-8.3
CCN(CC)S(=O)(=O)c1ccc(N2CCc3ccccc3C2)nc1	0.2	-15.2	5.5	2.4	-4.5	0.4	2.5	1.1	2.6	1.0
CCOC(=O)CC[C@@H]1CC[C@]2(CCCN(S(=O)(=O)c3ccccc3)C2)O1	-2.0	/	0.0	-2.1	-8.1	/	0.4	3.5	13.6	1.1
Cc1cccc(Nc2nc(N)nc(CCl)n2)c1C	1.4	/	4.2	-1.1	-3.2	-8.0	-0.3	-4.3	-3.1	0.5
C/C(Cc1ccccc1)=N\NC(=O)c1ccccn1	0.8	0.4	-0.4	-0.3	-2.8	-12.0	1.4	-8.0	-10.7	-4.4
Fc1ccc(NC(=S)Nc2cccnc2)cc1	-0.1	-0.1	5.6	-4.3	-6.4	4.1	-3.7	1.1	-0.1	4.0
COC(=O)c1c(-c2ccccc2OC)sc2cc3c(cc12)OCO3	2.2	-19.8	-3.6	-0.9	0.5	-7.0	3.2	-22.2	-9.9	-5.2
COC(=O)C1=C(C)NC(=S)NC1c1ccco1 (centres undefined)	1.9	7.2	-3.6	2.4	1.8	3.0	-3.3	3.6	1.0	1.6
COc1cc(-c2nc3ccc4ccccc4c3c3c2CCC3)cc(OC)c1O	1.2	-16.6	7.9	-1.9	-5.0	-1.6	9.0	10.6	0.3	-0.1
O=C(COc1ccc(Cl)cc1Cl)Nc1ccc2nc3n(c(=O)c2c1)CCCC3	-0.6	-13.6	-11.6	-0.8	9.3	7.5	5.0	-4.2	-2.2	-0.9
COc1ccc2c(c1)cc(C(=O)O)n2C	-0.9	3.6	-4.2	0.1	-1.7	0.1	-0.1	-5.8	1.1	1.9
Cc1ccc(OC(C)C(=O)N(C)c2ccccc2)c([N+](=O)[O-])n1 (centres undefined)	1.0	-4.2	-11.7	-4.9	3.9	-0.9	0.9	2.6	-3.4	0.1
Cc1nc(-c2ccc(F)cc2)c(CC(=O)N(C)CC(=O)Nc2c(C)cccc2C)s1	1.0	-0.1	-6.4	-0.1	-1.8	0.8	4.1	3.9	-2.2	2.6
CCC(C)N1CCN(S(=O)(=O)Cc2ccccc2)CC1 (centres undefined)	-2.3	6.7	1.5	-0.1	1.9	-1.6	-5.4	0.1	6.7	-6.4
COc1ccc(/C=N/NC(=S)Nc2cccc(C(=O)O)c2)cc1OC	-6.3	6.2	-1.3	6.0	2.8	-6.4	4.1	3.6	4.2	2.7
CN1CCN(C(=O)c2ccc(CSc3nc4ccncc4n3Cc3ccc(F)cc3)cc2)CC1	0.7	2.0	-6.0	-2.3	0.7	6.9	-2.0	5.2	8.4	-1.9
COC(=O)c1ccc2nc(-c3ccc(F)cc3)c(Cc3ccc(C)cc3)n2c1	0.7	/	-3.6	1.2	41.9*	-0.7	7.9	-4.6	4.5	3.1
Cc1ccc(C=Nc2ccccc2C(N)=O)o1	-5.8	8.3	-2.5	4.8	6.1	3.1	4.5	-3.6	-3.8	6.2
COC(=O)c1c(-c2c(Cl)cccc2Cl)noc1C(=O)NNC(=O)N(C)C	8.0	-1.2	-5.1	-6.5	-1.6	6.0	6.3	-1.5	-19.3	-0.3
CCOC(=O)Cn1c(-c2cccnc2Cl)nc2cc(Cl)c(Cl)cc21	-0.5	-6.3	4.0	-2.2	-9.8	2.0	3.6	-1.2	6.0	2.6
Nc1cccc(-c2nnc3n2CCCCC3)c1	0.8	1.7	-5.1	5.0	1.2	-5.2	1.0	-3.8	5.2	1.5
Cc1ccc(S(=O)(=O)N/N=C/c2c(F)cccc2Cl)cc1	3.6	1.7	0.4	7.3	2.4	-3.4	6.6	-5.8	-20.2	-5.2
O=C(CN1C(=O)c2cccnc2Oc2ccc(Cl)cc21)NCCCc1ccccc1	0.9	-9.2	2.4	0.1	-3.0	4.2	-2.1	-1.5	-8.2	-2.7
NC(=O)COc1ccc(/C=N\NC(=O)CC(=O)NCCc2ccccc2)cc1	-2.8	1.6	-1.9	2.1	-2.1	-2.4	1.4	-2.6	-6.5	2.7
OC1COCOC1C(O)C1OCOCC1O (centres undefined)	-0.8	-8.9	3.0	-3.6	-0.7	4.4	0.4	-2.3	-7.7	-7.0
NC(=O)C(F)(F)C12OC3C4C5CC(C6C5C3C61)C42 (centres undefined)	-4.2	-3.8	-5.3	-0.1	1.2	3.5	-4.4	8.7	-3.1	3.8
OCc1ccccc1CNCc1ccccc1	1.4	3.5	1.5	-0.1	-1.5	6.5	-1.6	-1.2	-3.6	1.4
CN(C)S(=O)(=O)c1ccc(Cl)c(NC(=O)CN2CCC(Cc3ccccc3)CC2)c1	5.0	-35.1	-2.0	-3.6	6.1	4.6	-1.1	-13.1	-0.6	1.8

In the list so far, these contain an aryl methoxy group.
SMILES	LEDGF integ inh	HTRA1 inh	SIAE inh	PRMT1 FP inh	NPR2 activator	TCR-CD3 inh	rCAG binder	ABHD4 inh	TDP2 absorb	MBD2 inh
COc1ccc(C(=O)NCc2nnc(SCC(=O)Nc3ccccc3OC)n2C)cc1	-1.0	5.2	-2.5	1.4	-1.4	4.5	-1.8	0.6	-8.2	-1.6
COc1ccc([N+](=O)[O-])c(OC)c1C(=O)NC(=O)Nc1c(F)c(F)c(F)c(F)c1F	4.7	-1.0	1.0	2.8	-2.2	-9.1	-0.1	-1.7	-0.5	1.8
COc1ccc(NC(=O)c2cccc3c(-c4cnn(C)c4)coc23)cc1	-1.5	/	-10.5	3.5	0.0	-3.1	6.9	-10.9	-4.9	2.1
COc1ccc(C(=O)N(C)[C@H]2C[C@H]3c4[nH]c5ccccc5c4CCN3C[C@H]2[C@H](C)O)cc1	-0.4	/	3.3	8.2	-11.5	-0.8	5.2	2.4	4.7	2.1
CCOc1ccc(C2CC(c3c(O)c4ccccc4oc3=O)=NN2c2ccccc2)cc1OC (centres undefined)	2.1	0.7	-1.6	-1.4	2.1	-3.2	7.7	-1.4	10.7	-3.8
COc1cnc(N(C)C)nc1Sc1cccc(Cl)c1	-2.6	-1.8	1.7	-1.0	-8.8	2.3	-5.6	-10.9	2.2	-3.3
COc1nc(NC(=O)c2ccc(F)cc2)nc(OC)c1-c1ccccc1	-1.0	-60.1	-2.9	1.0	2.3	7.3	4.3	-2.0	-2.4	-0.1
COC(=O)c1c(-c2ccccc2OC)sc2cc3c(cc12)OCO3	2.2	-19.8	-3.6	-0.9	0.5	-7.0	3.2	-22.2	-9.9	-5.2
COc1cc(-c2nc3ccc4ccccc4c3c3c2CCC3)cc(OC)c1O	1.2	-16.6	7.9	-1.9	-5.0	-1.6	9.0	10.6	0.3	-0.1
COc1ccc2c(c1)cc(C(=O)O)n2C	-0.9	3.6	-4.2	0.1	-1.7	0.1	-0.1	-5.8	1.1	1.9
COc1ccc(/C=N/NC(=S)Nc2cccc(C(=O)O)c2)cc1OC	-6.3	6.2	-1.3	6.0	2.8	-6.4	4.1	3.6	4.2	2.7
